S3 lipid droplet: qHTS Assay for Lipid Storage Modulators in Drosophila S3 Cells. actives 0.64% (n = 320,000). AID 2685. Drosophila S3 cells, BODIPY lipid droplet fluorescence, 18-24 h; cells fed with added oleic acid. Potency in µM for hits, for the others lipid storage change, negative = inhibition, % at the top dose, mostly 46.1 µM; active = well fitted inhibition curve with a large enough effect in the signal ratio, with a control signal flat, not every such curve was filed as active; inconclusive = small, poorly fitted or top-dose-only effect, or effect the other way, or a change in a side signal; the % refers to the signal ratio
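Drosophila S3 cells got compounds at several concentrations plus oleic acid (400 uM solution). Laser-scanning cytometry with 488 nm excitation read lipid droplets at 500-530 nm and cells at 575-640 nm. Percent activity was relative to 20 uM Triacsin C.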
S3 lipid droplet cell count max: recorded beside S3 lipid droplet, whose call it bears; cell number change, %; measured here: cell count max response;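 cells counted by Cell Tracker Red CMTPX staining in the red channel; peak over a dose series mostly up to 46.1 µM; percent activity relative to internal control wells on each plate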
The depositor's hits bear a star; i = inactive; ? = inconclusive; / = not tested or not shown. % is set by controls: 0 for no effect and ±100 for the full control effect; potency is the fitted concentration of half-maximal effect. The list is partial, so the mix of outcomes need not match the whole.

SMILES	S3 lipid droplet	S3 lipid droplet cell count max
COc1ccc(C)cc1S(=O)(=O)n1cnc(C)c1	3%	21
CCOCCCNC(=O)C(Cc1ccccc1)NS(=O)(=O)c1cccc2nsnc12 (stereo not given)	10%	0
Cc1ccc(OCC(=O)Nc2ccc([N+](=O)[O-])cc2)cc1	11%	0
CCC(CC)C(=O)NCCN1CCN(C(=O)C(CC)CC)CC1	-4%	4
CC(C)COC(=O)Nc1nnc(SCCOc2ccccc2)s1	-31%	-24
COc1ccc(Cl)cc1N(CC(=O)N1CCCCCC1)S(C)(=O)=O	-13%	-1
Cc1c(NC(=O)Nc2ccccc2)cccc1[N+](=O)[O-]	10%	5
COc1ccccc1/C=C(/C(=O)OCC(=O)Nc1ccccc1C(C)C)c1ccccc1	0%	11
CCOC(=O)c1c(N)sc2c1CCN(CCc1ccccc1)C2	8%	-20
Cc1ccc(CCNC(=O)C2CCC(=O)N2Cc2cccnc2)cc1 (stereo not given)	?	/

Part of the list above, reformatted:
S3 lipid droplet,S3 lipid droplet cell count max,Compound
0%,11,COc1ccccc1/C=C(/C(=O)OCC(=O)Nc1ccccc1C(C)C)c1ccccc1
8%,-20,CCOC(=O)c1c(N)sc2c1CCN(CCc1ccccc1)C2

(further entries)
SMILES	S3 lipid droplet	S3 lipid droplet cell count max
COc1ccc(-n2c(C)nc3sc4c(c3c2=O)CCCC4)cc1	?	/
CCc1cccc(NC(=O)c2ccc3c(=O)n4c(nc3c2)CCCCC4)c1	5%	-2
CC(=O)Nc1ccc(C(=O)CSc2cc(C)c3cccc(C)c3n2)cc1	?	/
Oc1ccc(/C=N/n2cc(-c3ccccc3)[nH]c2=S)cc1	?	/
Cc1noc(C)c1COc1ccccc1C(=O)N(C)Cc1ccco1	8%	-2
OCc1cn(-c2ccccc2)nn1	-10%	1
CC(=O)Nc1ccc(C(=O)NNC(=O)c2cc([N+](=O)[O-])cc([N+](=O)[O-])c2)cc1	-6%	-4
O=C(O)C(Cc1ccccc1)NS(=O)(=O)c1ccc2c(c1)OCCO2 (stereo not given)	17%	1
CC(C)(C)C(=O)O/N=C(\N)c1ccc(Br)cc1	-12%	-6
O=C1c2cccc(Sc3ccccc3)c2C(=O)c2c(Sc3ccccc3)cccc21	?	/

In the list so far, 2 contain a halogen.
SMILES	S3 lipid droplet	S3 lipid droplet cell count max
COc1ccc(Cl)cc1N(CC(=O)N1CCCCCC1)S(C)(=O)=O	-13%	-1
CC(C)(C)C(=O)O/N=C(\N)c1ccc(Br)cc1	-12%	-6

Other compounds.
SMILES	S3 lipid droplet	S3 lipid droplet cell count max
c1ccc(OCCSc2nnnn2C2CCCCC2)cc1	?	/
O=C(c1cccs1)n1nc(-c2ccccc2)nc1NCc1ccc(F)cc1	?	/
Cc1ccc(/C=c2\sc3n(c2=O)CN(c2ccc(Br)cc2)CN=3)o1	?	/
Cc1cc(C)n(C(=O)Cn2nc(C)c(Cl)c2C)n1	?	/
Cc1[nH]c2ccccc2c1SCC(=O)N1CCCCCC1	13%	/
C=C(C)CSc1nc2c(c(=O)[nH]c(=O)n2C)n1Cc1ccccc1	4%	4
CCOC(=O)c1c(NC(=O)/C=C/c2ccco2)sc(C)c1C	i	10
Cc1cc(Cl)ccc1Oc1ncc(-c2ccc(Cl)cc2)cn1	25%	-6
CCCCn1c(SCC(=O)OC)nc2c1c(=O)n(C)c(=O)n2C	?	/
Cc1cc(C)n2nc(SCC(=O)N/N=C/c3ccccn3)nc2n1	?	/
COc1ccc(OC)c(/C=c2\sc3nc(-c4cccs4)nn3c2=O)c1	?	/
COc1ccc(CCNC(=O)CCN2C(=O)COc3ccc(C)cc32)cc1OC	-3%	7
Cc1ccc(C(=O)NCC(=O)Nc2ccncc2)cc1	?	/
c1ccc(Cn2c(CSc3nnnn3-c3ccccc3)nc3ccccc32)cc1	?	/
Cc1ccc(NC2OC(CO)C(O)C(O)C2O)cc1 (stereo not given)	i	-13
CC(=O)c1sc(NC(=O)C(C)C)nc1C	8%	0
CCc1ccc(NC2CC(=O)N(c3ccc(OC)cc3OC)C2=O)cc1 (stereo not given)	?	/
CCC(C)C(=O)Nc1nc(C)c(-c2csc(Nc3cc(OC)ccc3OC)n2)s1 (stereo not given)	?	/
COc1ccc(-c2cn3nc(SCC(=O)NCC4CCCO4)ccc3n2)cc1 (stereo not given)	i	-7
O=C(COC(=O)C12CC3CC(CC(C3)C1)C2)Nc1ccc([N+](=O)[O-])cc1Cl	?	/
CCOc1cccc(/C=N/NC(=O)C2CCCC2)c1O	?	/
CCOc1ccc(NC(=O)Cn2nnc(C(=O)NCc3ccco3)c2N)cc1	13%	-7
COc1ccc(OCc2nnc(SCC(=O)NC3CCCCC3)o2)cc1	?	/
CC(/C=N/NC(=O)c1ccco1)=C\c1ccccc1	9%	-10
O=C(C1=C(O)C(=O)N(CCN2CCOCC2)C1c1ccc([N+](=O)[O-])cc1)c1cccs1 (stereo not given)	-24%	23
O=C(CSc1nnc(-c2ccncc2)n1CCc1ccccc1)N1CCCC1	?	/
CCOC(=O)CCCCC(=O)c1[nH]c(=O)[nH]c1CN1CCOCC1	?	/
CC(C)(C)c1ccc(C(=O)NCC(=O)OCC(=O)Nc2ccc3c(c2)OCCO3)cc1	?	/
Cc1ccoc1C(=O)NCCNc1ccc(Cl)cc1[N+](=O)[O-]	-8%	/
COc1ccc(-c2sc3ccccc3c2C#CC2(O)CCCCC2)cc1	?	/
COc1cccc(/C=N/NC(=O)c2ccc3nc[nH]c3c2)c1O	-14%	11
Nc1c(Cl)cc(C2=NCCn3c2c2ccc([N+](=O)[O-])cc2[n+]3[O-])cc1Cl	i	-14
COc1ccc(OC)c(NC(=O)c2cccc(Cn3cc(Br)c([N+](=O)[O-])n3)c2)c1	?	/
O=C(NNC(=O)c1cccnc1SCc1cccc([N+](=O)[O-])c1)c1cccnc1	?	/
CN(C)c1ccc2c(=O)[nH][nH]c(=O)c2c1	?	/
COCC(C)NS(=O)(=O)c1ccc(NC(=O)C(Cc2ccccc2)NC(N)=O)cc1 (stereo not given)	?	/
Cc1cccn2c(=O)nc(SCC(=O)NCc3ccc4c(c3)OCO4)nc12	?	/
CCOCc1nnc(NC(C)=O)s1	?	/
CCc1ccc(C(=O)OCC(=O)NCCNC(=O)COC(=O)c2ccc(CC)cc2)cc1	0%	4
O=C(NCC1CC1)c1ccc2c3n(nc2c1)-c1ccccc1CO3	2%	4
CC(C)Oc1ccc(C(=O)NCCCNC(=O)c2cccnc2)cc1	?	/
O=S(=O)(Nc1cccnc1)c1cccc(C(F)(F)F)c1	?	/
CCCOc1ccc(-c2nnc(-c3ccncc3)o2)cc1	?	/
CC(CC(=O)N(C)C1CCCCC1)S(=O)(=O)c1ccc2c(c1)NC(=O)CO2 (stereo not given)	?	/
CC1(c2ccccc2Br)NC(=O)N(CC(=O)NC2CCCCC2)C1=O (stereo not given)	?	/
COc1ccc(Cl)cc1S(=O)(=O)N(C)CC(=O)N1CCCC1	?	/
COc1ccccc1OCc1ccc(C(=O)Nc2ccccc2)cc1	?	/
COc1ccc(C(=O)OCC(=O)Nc2ccc(N3CCOCC3)cc2)cc1OC	?	/
CCOC(=O)N1CCN(C(=O)c2cccn3c(=O)c4cc(Cl)ccc4nc23)CC1	?	/
Cc1cccc2c(=O)c(C(=O)NCCc3ccccc3)c[nH]c12	19%	4

(further entries)
SMILES	S3 lipid droplet	S3 lipid droplet cell count max
CCn1c(NC(=O)c2ccc(COc3ccc(C)cc3[N+](=O)[O-])o2)nc2ccccc21	?	/
Cc1cc(-c2nnc(SCC(=O)NC3CC3)n2C(C)C)cs1	?	/
O=C(NCCCN1CCOCC1)c1cc(-c2ccc(F)cc2)on1	?	/
CSc1nccc(NC(=O)c2cccc(Br)c2)n1	1%	-13
COC(=O)c1cccc(Cn2cc([N+](=O)[O-])cn2)c1	?	/
CC(C)(C)C(=O)NC(NC(=S)Nc1sc2c(c1C#N)CCCC2)C(Cl)(Cl)Cl (stereo not given)	-20%	-7
O=C1C2C3C=CC(C3)C2C(=O)N1c1cccc(N2C(=O)C3C4C=CC(C4)C3C2=O)n1 (stereo not given)	?	/
Cc1ccc(C(C(=O)NC(C)(C)C)N(C(=O)c2csnn2)c2ccccc2F)o1 (stereo not given)	?	/
COc1cc(NC(=O)c2ccco2)c(OC)cc1NC(=O)Nc1ccccc1Cl	i	-25
COC(=O)c1ccc2c(c1)N(Cc1cc(C)ccc1C)C(=O)c1ccccc1S2=O (stereo not given)	16%	10
O=C1N2CCSC2=NC1(Nc1nccs1)C(F)(F)F (stereo not given)	?	/
CCOC(=O)/C=c1\s/c(=C\c2ccc(-c3ccccc3)cc2)c(=O)n1CC(=O)NCc1ccc2c(c1)OCO2	?	/
COc1ccc(/C=N/NC(=O)c2ccncc2)c(C(=O)O)c1OC	-11%	8
Cc1ccc(N2CN(S(=O)(=O)c3cccc([N+](=O)[O-])c3)c3nc4ccccc4nc32)cc1	?	/
CCc1noc(C)c1C(=O)N(CC)CC(=O)Nc1cc(Cl)ccc1C	?	/
Cc1nc(SCC2(C)CC2(Cl)Cl)n[nH]1 (stereo not given)	9%	/
Cc1nn(CC(=O)NCCCc2ccccc2)c(=O)c2cccn12	i	-15
COc1cc(CCCN2CCNC[C@H]2Cc2ccc(O)cc2)cc(OC)c1OC	7%	-21
C=CCNC(=S)/C(=C(/[O-])c1ccccc1Br)[n+]1ccccc1	?	/
O=S(=O)(c1ccc(S(=O)(=O)N2CCN3CCCC3C2)cc1)N1CCCC1 (stereo not given)	?	/
CSCCC(NC(=O)c1ccco1)C(=O)Nc1ccc(C)cn1 (stereo not given)	26%	/
Cc1cc(C)nc(SCc2cn3c(C)cccc3n2)n1	23%	13
Cc1ccc(-n2c(SCC(=O)NCc3ccc4c(c3)OCO4)nnc2-c2cccnc2)c(C)c1	?	/
CCn1c(=O)c([N+](=O)[O-])c(NCC2CCCO2)c2ccccc21 (stereo not given)	4%	16
O=C1NC(=Nc2ccccc2)SC1Cc1ccccc1 (stereo not given)	?	/
O=C1NC(Cc2ccccc2)c2nc3cc(F)ccc3c(=O)n2-c2ccc(Cl)cc21 (stereo not given)	?	/
Cc1ccc(Oc2ccc(-c3nc(N)nc(N)n3)cc2)cc1C	?	/
Cc1ccccc1C(=O)NCCCNC(=O)c1cnccn1	?	/
O=C(Nc1ncccc1Cl)c1ccccc1F	?	/
Cc1ccc(C(=O)Nc2nnc(S(=O)(=O)N3CCN(c4ccc(F)cc4)CC3)s2)cc1	?	/
CCN1CCN(CCc2nc3cc([N+](=O)[O-])ccc3n2C)CC1	0%	15
COc1ccccc1CNC(=O)COc1ccc(Br)c(C)c1	?	/
O=C(NC1CCCCC1)C(c1ccc(F)cc1)N(Cc1ccco1)C(=O)c1ccccn1 (stereo not given)	?	/
CC(C)OCCCNC(=O)CCC(=O)NNc1nc2ccccc2c2nc(-c3ccccc3)nn12	12µM*	-5.8*
COc1ccc(CCNC(=O)C2CC3Cn4c(nc5cc(Cl)c(Cl)cc54)C3N2C)cc1 (stereo not given)	13%	/
COc1cccc(CC(NC(C)=O)C(=O)NC2CCN(C(=O)c3ccncc3)CC2)c1OC (stereo not given)	-16%	-5
Cc1ccc(N2CCN(/N=C/c3cccnc3)CC2)cc1	?	/
CCCCCCc1cc2cc(S(=O)(=O)c3ccc(F)cc3)c(=O)oc2cc1O	?	/
O=C(CNS(=O)(=O)c1cccc2nonc12)NCc1ccc(F)cc1	i	/
O=C(Nc1nnc(SCc2cccnc2)s1)C1CC(=O)N(c2ccc(F)cc2)C1 (stereo not given)	?	/

As a working copy, part of the list above:
SMILES	S3 lipid droplet	S3 lipid droplet cell count max
COc1cccc(CC(NC(C)=O)C(=O)NC2CCN(C(=O)c3ccncc3)CC2)c1OC (stereo not given)	-16%	-5
Cc1ccc(N2CCN(/N=C/c3cccnc3)CC2)cc1	?	/
CCCCCCc1cc2cc(S(=O)(=O)c3ccc(F)cc3)c(=O)oc2cc1O	?	/
O=C(CNS(=O)(=O)c1cccc2nonc12)NCc1ccc(F)cc1	i	/
O=C(Nc1nnc(SCc2cccnc2)s1)C1CC(=O)N(c2ccc(F)cc2)C1 (stereo not given)	?	/

Later entries:
SMILES	S3 lipid droplet	S3 lipid droplet cell count max
CC1CC/C(=C\c2ccc3c(c2)OCO3)C(=O)/C1=C/c1ccc2c(c1)OCO2 (stereo not given)	0%	0
O=C(NC(=S)NCCO)c1cn(-c2ccccc2)nc1-c1ccccc1	-1%	5
O=C(Nc1ccc([N+](=O)[O-])cn1)c1cc(-c2cccc(Br)c2)nc2ccccc12	?	/
CN1CCC(Oc2ccc(Sc3ccccc3)cc2)CC1	5%	-1
CCN1CCN(CCCN(Cc2ccco2)C(=S)Nc2cc(Cl)ccc2C)CC1	?	/
O=C(CN1CCSC1=O)N1CCN(S(=O)(=O)c2ccc(Cl)cc2)CC1	?	/
N#CC1(c2ccc(NC(=O)c3ccccc3)cc2)CCCC1	?	/
COC(=O)C1CCN(C(=O)c2sc3nc(-c4ccc(F)cc4)cn3c2C)CC1	i	/
COc1cc(CCC(=O)N2CCN(c3ccc(N4CCOCC4)nn3)CC2)cc(OC)c1OC	6%	/
CC(C)c1cc(=O)[nH]c(SCC(=O)NC2CCCC2)n1	?	/
N#Cc1ccc(OCCN2C(=O)NC3(CCSC3)C2=O)cc1 (stereo not given)	?	/
CCOC(=O)C1(C)NC(c2ccccc2F)C2C(=O)N(CC)C(=O)C21 (stereo not given)	1%	10
CCOC(=O)c1cccc(C2=CC(=O)CC(C)(C)C2)c1	?	/

Compound activity (PubChem BioAssay)
